SRC3 inh = SRC3 coactivator transcriptional activity inhibitors, primary screen, cell-based, luminescence. inhibition, % at 3.6 µM. Nuclear receptor coactivator 3 (Homo sapiens), Q9Y6Q9. actives 0.17% (n = 360,000). HEK293 GAL4-SRC3 luciferase reporter;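 active = inhibition above a per-campaign cutoff, the mean of all compounds plus 3 SD, cut at about 60% in these data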;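 also: 0% = DMSO-treated cells and 100% = gossypol-treated cells at 36 µM; higher means less SRC3-driven luciferase light from the GAL4 reporter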
LMP1 NFkB inh = EBV LMP1-driven NF-kappaB luciferase reporter inhibitors, primary screen, cell-based, luminescence, single point | inhibition, % at 12.5 µM | actives 0.69% (n = 350,000) | LMP1-induced NF-kappaB luciferase reporter cells | AID 504558, 2011; in the data active = inhibition above about 41%;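 also: 0% = neutral control wells and 100% = reference inhibitor control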
TLR9-MyD88 block = inhibitors of TLR9-MyD88 association in cells, primary screen, cell-based, CHO, BLA complementation, fluorescence; Toll-like receptor 9 (Homo sapiens) + Myeloid differentiation primary response protein …; inhibition, % at 4.98 µM; actives 0.21% (n = 340,000); CCF4 FRET ratio;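 active = inhibition above the mean over all tested compounds plus 3 SD, cut at about 21% in these data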;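 also: 0% = DMSO only wells and 100% = clavulanate BLA inhibitor control wells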
NCOA1 inh = SRC1 coactivator transcriptional activity inhibitors, primary screen, cell-based, luminescence; Nuclear receptor coactivator 1 (Homo sapiens), Q15788; HEK293 GAL4-SRC1 luciferase reporter; inhibition, % at 3.6 µM; actives 0.12% (n = 360,000); AID 588354, 2011;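 active = inhibition above the campaign mean plus 3 SD, with each screening campaign given its own cutoff, cut at about 60% in these data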;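 also: 0% = DMSO treated cells and 100% = gossypol at 36 µM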
TRAIL sens C8 = viability loss with TRAIL in NB7+C8 cells, primary screen, TRAIL sensitizer project, cell-based, ATPlite luminescence | inhibition (viability loss, TRAIL sensitization), % at 10 µM | actives 1% (n = 360,000);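 active = compounds causing at least 50% loss of cell viability in the single-dose screen, relative to plate controls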
TROY signal inh = inhibitors of TROY-driven NF-kB signaling, primary screen, Q293 LMP1-TROYcd cells, NF-kB luciferase, uHTS; Q293 LMP1-TROYcd NF-kB luciferase reporter, 4 h; actives 0.98% (n = 360,000); AID 1347056, 2019; inhibition, % at 10 µM;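 active = compounds whose plate-normalised and pattern-corrected inhibition of the luciferase reporter signal at the single screening dose is 50% or more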
SRC2 inh = inhibition of GAL4-SRC2 driven luciferase reporter, primary screen, SRC2 inhibitor project, cell-based, luminescence; Nuclear receptor coactivator 2 (Homo sapiens), Q15596; HEK293 GAL4-SRC2 luciferase reporter; inhibition, % at 9 µM; actives 0.17% (n = 370,000); AID 651957, 2012;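 active = inhibition above the mean inhibition of all tested compounds plus 3 SD, set per campaign, cut at about 52% in these data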;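 also: 0% = DMSO treated cells and 100% = cells given Gossypol at 36 µM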
NOD2-RIPK2 inh = NOD2-RIPK2 binding disruptors in cells, primary screen, fluorescence, CHO cells, BLA complementation; Receptor-interacting serine/threonine-protein kinase 2 (Homo sapiens), O43353; CCF4 ratio; inhibition, % at 4.98 µM; actives 0.38% (n = 360,000); in the data active = inhibition above about 21%;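 also: 0% = vehicle only and 100% = reference blocker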
NR2F2 inh = NR2F2 transcriptional activity inhibitors, primary screen, cell-based, luciferase reporter, HEK293T, luminescence; COUP transcription factor 2 (Homo sapiens), P24468; HEK293T NGFI-A luciferase reporter; inhibition, % at 8.6 µM; actives 0.7% (n = 370,000); AID 686940, 2013;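 active = inhibition above a per-plate cutoff, mean inhibition of test wells between control levels plus 3 SD, cut at about 38% in these data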;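 also: cells cotransfected with COUP-TFII expression vector driving the NGFI-A reporter; 0% = median of COUP-TF2 test wells and 100% = reporter-only cells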
Target sequence (P24468 whole entry, looked up): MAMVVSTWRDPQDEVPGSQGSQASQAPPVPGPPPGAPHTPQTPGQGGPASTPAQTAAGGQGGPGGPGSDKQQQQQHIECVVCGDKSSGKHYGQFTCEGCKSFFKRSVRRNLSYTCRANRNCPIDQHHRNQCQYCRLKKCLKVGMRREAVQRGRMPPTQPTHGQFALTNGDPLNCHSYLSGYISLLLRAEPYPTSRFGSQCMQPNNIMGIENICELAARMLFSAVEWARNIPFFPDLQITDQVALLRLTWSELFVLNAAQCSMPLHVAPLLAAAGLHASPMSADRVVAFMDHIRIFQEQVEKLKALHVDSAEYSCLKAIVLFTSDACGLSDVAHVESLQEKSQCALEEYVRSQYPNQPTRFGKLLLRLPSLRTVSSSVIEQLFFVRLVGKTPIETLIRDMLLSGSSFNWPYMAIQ
LRH-1 inv ag = LRH-1 (NR5A2) inverse agonists, primary screen, cell-based, luminescence, HEK293T, StAR-luciferase reporter. Nuclear receptor subfamily 5 group A member 2 (Homo sapiens), O00482. LRH-1 transfected, 24 h. inhibition, % at 3.6 µM. actives 0.13% (n = 360,000). AID 602396, 2012;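 active = inhibition above the mean inhibition of all tested compounds plus 3 SD, cut at about 73% in these data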;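 also: 0% = DMSO wells and 100% = reporter-only cells lacking LRH-1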
Target sequence (O00482 whole entry, looked up): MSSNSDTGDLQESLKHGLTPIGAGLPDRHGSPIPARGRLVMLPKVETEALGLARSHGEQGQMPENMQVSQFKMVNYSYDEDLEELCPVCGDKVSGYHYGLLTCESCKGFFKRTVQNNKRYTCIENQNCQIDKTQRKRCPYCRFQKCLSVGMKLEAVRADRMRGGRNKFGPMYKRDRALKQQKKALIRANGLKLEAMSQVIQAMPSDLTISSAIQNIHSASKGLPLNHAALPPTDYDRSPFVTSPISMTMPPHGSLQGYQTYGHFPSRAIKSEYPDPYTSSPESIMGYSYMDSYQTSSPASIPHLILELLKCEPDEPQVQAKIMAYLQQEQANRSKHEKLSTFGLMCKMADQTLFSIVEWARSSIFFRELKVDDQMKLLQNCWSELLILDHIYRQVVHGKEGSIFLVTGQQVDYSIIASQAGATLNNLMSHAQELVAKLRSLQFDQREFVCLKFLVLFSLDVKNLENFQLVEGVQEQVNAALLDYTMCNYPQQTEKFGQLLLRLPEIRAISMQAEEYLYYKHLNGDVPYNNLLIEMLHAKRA
TWEAK Fn14 block = inhibitors of TWEAK-Fn14 signaling, primary screen, luciferase reporter cells, uHTS; TWEAK-stimulated Fn14 reporter cells, luciferase luminescence, 8 h; actives 2% (n = 360,000); AID 1159606, 2016; inhibition, % at 10 µM; in the data active = inhibition above about 50%
The depositor's hits bear a star; / = not tested or not shown. The list is partial (hit frequency here may not be typical).

Values run as follows: SRC3 inh, LMP1 NFkB inh, TLR9-MyD88 block, NCOA1 inh, TRAIL sens C8, TROY signal inh, SRC2 inh, NOD2-RIPK2 inh, NR2F2 inh, LRH-1 inv ag, TWEAK Fn14 block
- CN(C)CCCNc1nc2cc(-c3ccc(F)cc3)sc2c(=O)n1C
 : 1, /, /, 10, -26, -19, -2, -4, -10, -15, -48
- Cc1nc(SCN2C(=O)c3ccccc3C2=O)n[nH]1
 : -3, 2, 3, 3, -4, 15, 13, 1, -1, -2, -3
- COCCNC(=O)/C(C#N)=C/c1ccc(O)cc1
 : 0, -6, 1, -15, -9, -19, -41, -4, -18, -10, -28
- COc1ccccc1N(CC(=O)NCc1ccccn1)S(C)(=O)=O
 : -6, -10, 4, 2, 2, -1, 19, -8, 5, 2, 8
- COc1ccc(NC(=O)N2CCN(c3cccc(C(F)(F)F)c3)CC2)cc1
 : 12, 36, 8, 11, 5, 6, 3, -3, 3, -10, 5
- COc1ccc(CCn2c(C)cc(C(=O)CN3C(=O)C(=O)N(C4CCCC4)C3=O)c2C)cc1OC
 : -13, 4, 3, 1, 0, 5, 5, 4, 11, 9, -9
- CCOC(=O)N1CCN(C(=O)C2CCN(S(=O)(=O)c3ccc(Br)s3)CC2)CC1
 : 16, -2, -11, -6, 7, -1, -4, -5, 5, 2, -12
- CN(C)S(=O)(=O)Oc1ccc(Cl)cc1C(=O)Nc1cccc(C(F)(F)F)c1
 : 8, 9, -8, -18, -3, -35, -14, 8, -5, 22, -19
- O=C(NC1CC1)C1=C[C@@H](c2ccc(Br)cc2)C[C@@H](OCc2ccc(CO)cc2)O1
 : -9, 2, -6, -10, 9, -26, -22, 0, 4, -5, 3
- O=C(COC(=O)c1ccc([N+](=O)[O-])s1)NC(=O)NCc1ccccc1
 : 5, 2, -1, 7, -8, 15, 20, -21, -4, 20, 5
- COc1cccc(-c2c(C#N)c(SC)nc3cc(C)nn23)c1
 : 17, 3, 1, 16, -18, 2, -22, 4, 17, 11, -10
- CC(/C=N\N1CCN(c2ccc(Cl)cc2)CC1)=C\c1ccccc1
 : -3, 4, 5, -3, 2, 62*, 5, 2, 6, 10, -6
- COC(=O)c1sc(N)c(C(=O)OC)c1CSc1nnnn1C
 : 24, 0, 0, 12, 6, -8, -3, -1, -14, 24, -16
- COC(=O)c1cn(Nc2ncc(C(F)(F)F)cc2Cl)c(=O)c2ccccc12
 : 11, 5, 5, -12, 13, 12, -2, 3, -8, 19, -3
- O=C(/C=C/c1ccc(F)cc1)N1CCN(c2ncccn2)CC1
 : 3, -17, 4, -25, 11, -17, -12, 2, -7, -23, -5
- O=C(Nc1ccc(Cl)c(Cl)c1)Nc1ccccc1O
 : -96, -17, -7, -78, 9, 2, -47, 14, -41, -86, 19
- COC(=O)c1cccc(CSc2nnc(C)s2)c1
 : -52, -32, -4, -48, 3, -25, -34, 3, -17, -21, -6
- C=CCn1c(SCC(=O)NC2CCCC2)nnc1-c1cccnc1
 : 5, -8, 7, 3, -9, -1, -17, -4, -5, 10, -16
- COc1ccc(C(=O)Oc2ccc(/C=N/Nc3ccc(Cl)c(C(=O)O)c3)cc2OC)cc1
 : -40, -14, -6, -16, -3, 12, -6, -7, -13, -66, -1
- COc1cccc(NC(=O)c2cccnc2)c1
 : -8, -11, 4, -18, -8, -22, -37, -12, 1, -8, 5
- CCC(C)NC(=O)c1ccc(CS(=O)(=O)Cc2ccc(Cl)cc2)o1 (centres undefined)
 : 4, 1, -1, 0, 20, 18, -4, -10, 5, 12, 13
- O=C(Nc1ccc(C(=O)NCCCN2CCCCC2)cc1)C1=CSCCO1
 : -2, -11, -7, -4, -3, -2, 5, -8, -11, -21, -2
- CN(C(=O)c1ccco1)c1nc2c(s1)CCCC2
 : -100, 1, 5, -112, 59*, -22, -36, 4, -48, -121, -20
- Cc1onc(-c2ccccc2Cl)c1C(=O)OCC(=O)N1CCN(c2ccccc2)CC1
 : -4, 3, 1, -9, -3, 32, 22, 11, 2, 0, -7
- NC(=O)c1ccc[n+](Cc2ccccc2)c1
 : 1, 5, -1, -4, 1, 7, 17, -1, 3, 4, 3
- COc1cc(Cl)c(C)cc1NC(=O)CN1C(=O)C2CCCCC2C1=O (centres undefined)
 : 14, -8, -7, -7, -18, 11, -7, -3, -2, -6, -7
- Cc1nc(NCc2ccc3c(c2)OCO3)c2nnn(Cc3ccccc3)c2n1
 : -5, -3, 0, -5, -8, -1, 0, -3, 3, -13, -14
- COc1ccc([N+](=O)[O-])cc1NC(=O)C1CCCN1S(=O)(=O)c1cccs1 (centres undefined)
 : 5, 20, 5, -20, -2, 2, -21, 5, 8, 6, -3
- Cc1ccc(Cn2c(SC(C)C(N)=O)nc3ccccc3c2=O)cc1 (centres undefined)
 : -10, 6, -5, -7, -2, 9, -9, 0, -4, -23, 12
- NC(=O)C1CCN(Cc2ccc(OCc3ccccc3)cc2)CC1
 : -120, 5, -3, -58, 13, -20, -12, -13, -57, -75, -11

Fetched by structure from the list above, 2 records:
Values run as follows: SRC3 inh, LMP1 NFkB inh, TLR9-MyD88 block, NCOA1 inh, TRAIL sens C8, TROY signal inh, SRC2 inh, NOD2-RIPK2 inh, NR2F2 inh, LRH-1 inv ag, TWEAK Fn14 block
- COc1cccc(-c2c(C#N)c(SC)nc3cc(C)nn23)c1
 : 17, 3, 1, 16, -18, 2, -22, 4, 17, 11, -10
- COCCNC(=O)/C(C#N)=C/c1ccc(O)cc1
 : 0, -6, 1, -15, -9, -19, -41, -4, -18, -10, -28

(more compounds)
Values run as follows: SRC3 inh, LMP1 NFkB inh, TLR9-MyD88 block, NCOA1 inh, TRAIL sens C8, TROY signal inh, SRC2 inh, NOD2-RIPK2 inh, NR2F2 inh, LRH-1 inv ag, TWEAK Fn14 block
- COC(=O)c1ccccc1OCc1cc(=O)oc2ccc(C)cc12
 : -61, /, /, 0, -5, 4, -7, -14, 22, 10, -27
- COC(=O)[C@H](Cc1ccccc1)NC(=O)CC[C@H]1O[C@@H](n2ccc(=O)[nH]c2=O)[C@H](O)[C@@H]1O
 : -1, /, /, -4, -1, 2, -4, 1, -17, 23, 2
- Cc1ccc2[nH]c(=O)c(CN(Cc3cccs3)S(=O)(=O)c3ccc4c(c3)OCCO4)cc2c1
 : 17, -9, 2, 0, -19, 4, -36, -4, -5, -13, -1
- COc1ccc(C(=O)NC2CCCc3ccccc32)cc1S(=O)(=O)N1CCOCC1 (centres undefined)
 : 14, 6, 8, -20, -9, -5, -3, -6, -11, 11, 19
- CCc1ccc(OCC(=O)NNC(=O)c2cc(S(=O)(=O)N3CCOCC3)ccc2N2CCCC2)cc1
 : -10, 5, -8, -11, 1, -1, -8, -7, -18, -21, 0
- O=C(COc1ccc([N+](=O)[O-])cc1)Nc1ccc(C(=O)NCc2cccnc2)cc1
 : 3, -14, 0, -6, -1, 15, 37, 3, -13, 0, -10
- CCN(C[C@H]1N[C@@](Cc2ccccc2)(C(=O)OC)[C@H]2C(=O)N(C)C(=O)[C@@H]12)C(=O)Nc1ccc(Cl)cc1
 : -3, -213, -12, 3, 8, -9, -13, 2, 0, -2, -13
- Cc1cc(C(=O)Nc2sc(C)c(C)c2C#N)c(C)o1
 : -23, 2, 3, -91, -6, 9, -28, 0, -8, -14, -28
- NNc1nc(-c2ccccc2)nc2sc3c(c12)CCCC3
 : -43, -8, 0, -35, 64*, 72*, -42, 4, -1, -61, 79*
- CCOC(=O)C1=C(O)/C(=C\c2cc(C)n(-c3ccccc3F)c2C)N=C1C
 : 1, -5, -4, -4, 1, -9, -3, 0, 7, 10, 11
- NC1=NC(=O)NC1(c1ccccc1)c1ccccc1
 : 7, 48*, -4, -1, -11, 2, -9, 4, 9, -13, 18
- CC1=Nc2cc(C(=O)O)ccc2Sc2c(C)ccc(C)c21
 : 7, 5, -13, -12, -5, 21, 5, 11, 7, -4, 21
- Cc1cccc(C(=O)NC(=S)NNC(=O)c2cccs2)c1
 : -15, -3, -1, -12, 7, -23, -45, 1, -2, -36, -19
- O=C(Nc1ccccc1)ON=C1CCCC1
 : -17, -30, 7, -41, 12, -11, 3, -4, -19, -6, -14
- CCOCC(=O)N1CCN(c2cccc(Cl)c2)CC1
 : 17, -6, 3, -3, 0, 11, 7, -2, 1, 16, -13
- O=C(C1CCCO1)N1CCN(C(=S)Nc2cccc(F)c2)CC1 (centres undefined)
 : 9, 8, 11, 2, -19, -6, -19, 7, 26, -21, -6
- CCCCC(CC)C(=O)Nc1ccccc1C#N (centres undefined)
 : 7, 3, -3, -5, -13, 11, -20, 4, 6, -11, -5
- COc1cccc(CC(=O)OCC(=O)NCc2ccc3c(c2)OCO3)c1
 : -12, 3, -11, -9, -20, 1, -21, 10, 2, -7, 0
- CC(C)NC(=O)C1(C)CCN1C(=O)c1ccc2c(c1)OCO2 (centres undefined)
 : 4, /, /, 14, 7, -12, -37, -6, -14, -10, 10
- CCN(C(=O)CN1C(=O)c2ccc([N+](=O)[O-])cc2C1=O)C1CCCCC1
 : 2, 1, -4, 3, -6, -13, -19, -9, 0, 29, 3
- O=C(CCCOc1ccccc1)Nc1ncccn1
 : -8, -9, -12, -7, -9, 0, -19, -6, -4, -10, -1
- CC(=O)c1cccc(NC(=O)C(C)OC(=O)CCC2CCCCC2)c1 (centres undefined)
 : -9, 1, -5, 1, 4, 9, 0, -4, 18, -2, -8
- Cc1cc(N)n2ncc(-c3ccc(Cl)cc3)c2n1
 : -84, -36, 4, -76, 8, -81, -30, 3, -65, -90, -8
- CC1CC(C)CN(CCOc2ccc(Br)cc2)C1 (centres undefined)
 : 7, -16, 0, -3, 2, 17, -38, 2, 6, -20, -3
- O=C(Cn1cncn1)N1CCN(c2ccc(F)cc2)CC1
 : 21, -12, 3, -16, 0, -10, -26, -6, 11, 14, 23
